From PubChem BioAssay
ssDAF12 agonist: S. stercoralis DAF-12 activation, primary screen. HEK293 ssDAF-12/GRIP1 lit1-tk-luc reporter, luminescence; % of 3 µM dafachronic acid response. activation, % at 6.8 µM. actives 1% (n = 370,000);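 active = activation above the mean over all tested compounds plus 3 SD, cut at about 0.9% in these data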;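 note: 0% = DMSO-only wells and 100% = 3 µM delta7-dafachronic acid wells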
PG9 Ab binder: PG9 antibody binding by small molecule | TR-FRET gp120-PG9 antibody binding | inhibition, % at 6.7 µM | actives 0.43% (n = 360,000); in the data active = inhibition above about 8.5%
Rev-erbA mod: Rev-erb alpha (human) modulation; P20393; Rev-erbα–FITC-DNA binding, fluorescence polarization, 90 min; activity, % at 10 µM; actives 0.79% (n = 370,000); AID 1259318;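 active = activity above about 14%, limit read from the data; passing the limit was not always enough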;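 note: 0% = DMSO wells with 35 nM protein and 100% = DMSO wells with 750 nM protein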
hcDAF12 agonist: activators of H. contortus DAF-12 nuclear receptor | AID 652067 | actives 1.4% (n = 370,000) | activation, % at 6.8 µM | HEK293 hcDAF-12 lit1-tk-luc reporter, luminescence; 0% DMSO, 100% Δ7-dafachronic acid;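 active = activation above the mean of all tested compounds plus 3 SD, cut at about 5.5% in these data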;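 note: 100% = response to 3 µM Δ7-dafachronic acid high control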
FXN GAA850 act: increases GAA850 frataxin promoter reporter activity; HEK293 lucGAA850 FXN promoter luciferase reporter, 24 h; percent of 10 µM SAHA response; activation, % at 6 µM; actives 0.56% (n = 360,000); AID 540364;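 active = activation above the average of all compounds screened plus 3 SD, cutoff fixed separately per campaign, cut at about 7.5% in these data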;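 note: 0% = DMSO wells and 100% = 10 µM SAHA wells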
DAX1 inh-1: inhibitors of DAX1 repression of SF-1 activated StAR promoter | HEK293T StAR-luciferase reporter, SF-1/DAX-1 repression relief | inhibition, % at 6.8 µM | actives 1.1% (n = 370,000) | AID 652010;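 active = inhibition above the mean over all tested compounds plus 3 SD, cut at about 3.6% in these data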;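 note: 0% = DAX-1 cells with DMSO and 100% = cells lacking DAX-1 with DMSO; higher inhibition means more luminescence from relief of DAX-1 repression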
PLC-beta3 inh: inhibitors of human phospholipase C beta3. Purified PLC-beta3, fluorogenic substrate, fluorescence. inhibition, % at 12.2 µM. actives 0.18% (n = 370,000). AID 720704; in the data active = inhibition above about 11%;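 note: 0% = median of compound wells on plate and 100% = full blocker control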
Target sequence (Q01970 whole entry, looked up): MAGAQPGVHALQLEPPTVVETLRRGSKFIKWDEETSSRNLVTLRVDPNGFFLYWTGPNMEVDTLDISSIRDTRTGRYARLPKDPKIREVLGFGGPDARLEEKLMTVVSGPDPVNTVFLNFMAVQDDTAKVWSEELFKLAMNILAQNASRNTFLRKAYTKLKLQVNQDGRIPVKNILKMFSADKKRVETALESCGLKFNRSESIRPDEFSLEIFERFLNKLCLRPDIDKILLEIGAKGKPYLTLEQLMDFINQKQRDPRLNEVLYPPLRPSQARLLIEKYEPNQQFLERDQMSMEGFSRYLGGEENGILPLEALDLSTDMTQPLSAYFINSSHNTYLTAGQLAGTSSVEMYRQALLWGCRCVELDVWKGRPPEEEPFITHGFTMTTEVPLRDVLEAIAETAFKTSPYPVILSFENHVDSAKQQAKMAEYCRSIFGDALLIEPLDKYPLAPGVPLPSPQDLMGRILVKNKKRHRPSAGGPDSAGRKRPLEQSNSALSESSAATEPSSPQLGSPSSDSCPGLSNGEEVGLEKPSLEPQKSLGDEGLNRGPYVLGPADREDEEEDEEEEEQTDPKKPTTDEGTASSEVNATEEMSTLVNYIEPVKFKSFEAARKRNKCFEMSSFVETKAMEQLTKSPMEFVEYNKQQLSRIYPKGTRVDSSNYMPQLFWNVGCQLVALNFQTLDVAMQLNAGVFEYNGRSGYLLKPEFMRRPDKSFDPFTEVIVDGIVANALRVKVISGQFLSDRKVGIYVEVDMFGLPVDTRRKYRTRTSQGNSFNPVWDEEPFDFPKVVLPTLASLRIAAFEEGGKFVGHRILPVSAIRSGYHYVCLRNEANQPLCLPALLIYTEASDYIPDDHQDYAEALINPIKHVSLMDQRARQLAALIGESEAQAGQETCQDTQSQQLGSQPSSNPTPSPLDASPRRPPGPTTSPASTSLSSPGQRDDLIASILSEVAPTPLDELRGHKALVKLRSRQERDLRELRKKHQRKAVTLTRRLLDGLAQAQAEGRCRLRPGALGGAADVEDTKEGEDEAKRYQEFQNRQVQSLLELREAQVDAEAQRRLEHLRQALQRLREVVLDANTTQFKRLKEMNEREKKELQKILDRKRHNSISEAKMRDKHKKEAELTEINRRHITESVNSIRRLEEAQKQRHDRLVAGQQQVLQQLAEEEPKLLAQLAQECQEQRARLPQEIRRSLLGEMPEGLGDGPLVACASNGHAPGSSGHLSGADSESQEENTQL
hgDAF12 agonist: activates the H. glycines DAF-12 receptor ligand-binding domain; activation, % at 6.8 µM; AID 687014; HEK293 GAL4-hgDAF12 UAS-luciferase reporter, agonist luminescence; normalized to butyrate control; actives 1.8% (n = 370,000);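 active = activation above a cutoff set at the mean of all screened compounds plus 3 SD, cut at about 10% in these data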;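 note: 0% = DMSO wells and 100% = sodium butyrate wells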
HGIII-sPLA2 inh: Blocks human group III sPLA2 activity. QFRET BODIPY PC-A2 liposome hydrolysis, fluorescence. inhibition, % at 12.2 µM. actives 0.56% (n = 370,000);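 active = inhibition above mean plus 3 SD of compounds lying within the high and low control bounds, cut at about 19% in these data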;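 note: 0% = median of test compound wells and 100% = no enzyme DMSO wells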
SMARCA2 act: increases SMARCA2 function in MMTV reporter cells. MG213 cells, MMTV-luciferase reporter, dexamethasone, overnight. activation, % at 9.1 µM. actives 1% (n = 370,000); in the data active = activation above about 7.8%;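 note: 0% = vehicle wells and 100% = reference activator wells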
DAX1 inh-2: inhibitors of human orphan nuclear receptor DAX1 (NR0B1) | P51843 | HEK293 Gal4-DAX1 luciferase reporter, luminescence | AID 504766 | actives 0.99% (n = 340,000) | inhibition, % at 6.75 µM;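 active = inhibition above the mean over all tested compounds plus 3 SD, cut at about 4.2% in these data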;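 note: 0% = DAX1-transfected cells with DMSO and 100% = empty-vector control cells with DMSO; inhibition shows as a rise in luminescence from relieved DAX1 repression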
* marks the source's active call; other numbers are inactive results; / = no result given; & = joins results of further samples.

SMILES	ssDAF12 agonist	PG9 Ab binder	Rev-erbA mod	hcDAF12 agonist	FXN GAA850 act	DAX1 inh-1	PLC-beta3 inh	hgDAF12 agonist	HGIII-sPLA2 inh	SMARCA2 act	DAX1 inh-2
O=S(=O)(c1ccccc1)c1nc(-c2ccco2)oc1NCCCN1CCOCC1	-0.9	-2.9	4	0.5	0.6	-0.8	-2	-1.3	-1	0	0.7
COc1ccc(S(=O)(=O)NC(CC(=O)NCC2CCCO2)c2ccco2)cc1 (centres undefined)	-1.3	-0.9	3	-1.1	-0.4	-0.1	2	0.7	12	-3	0.3
O=C(NCc1cccnc1)c1cccc(S(=O)(=O)NCc2ccccc2)c1	-1.2	0.1	-4	0.8	1.9	0.5	0	1.9	2	-2	-0.9
CN(c1ccc(C(=O)NC2CC3CCC2C3)cc1)S(C)(=O)=O (centres undefined)	-0.8	-2.1	-4	-0.8	1.7	-0.3	2	-1.6	0	0	-1.2
CCCn1c(N)c(C(=O)CSc2nnc(N)s2)c(=O)[nH]c1=O	-0.8	-4.6	1	0.5	3.7	0.1	-2	2.5	-1	-3	0.9
CCC(=O)Nc1nc2ccccc2n1Cc1ccccc1C	-1.4	1.1	-2	-3.6	2.5	-1.8	3	-4.7	-3	-4	-1.6
Cc1ccc(C2CC(c3ccco3)n3ncnc3N2)cc1 (centres undefined)	-1.5	0.0	5	-0.3	11*	-0.6	-2	0.1	-3	4	0.5
O=C(N/N=C/c1ccc(OC(=O)c2ccco2)cc1)c1ccc[n+]([O-])c1	-1.5	-3.3	-2	0.3	1.6	0.1	-3	-3.2	4	-1	0.4
CS/C(=N\S(=O)(=O)c1cccs1)Nc1ccc(Br)cc1F	-1.3&-0.6	0.8&-0.6	4&5	-0.7&-1.4	0.6&0.3	0.6&0.4	3&-4	-0.6&-4.5	-22&-10	-3&-3	0.6&-0.1
O=C(COC(=O)Cc1ccc(Cl)c(Cl)c1)NCc1ccco1	-0.5	-1.4	0	1.3	0.7	0.5	-2	3.3	-18	3	-1.1
CCN(CCO)c1ccc(-n2c(N)c(C(=O)OC)c3nc4ccccc4nc32)cc1	-1.6	-2.8	-2	-2.5	-1.3	-1.1	-22	-4.0	-1	-3	-2.8
O=C(CNCc1ccccc1Cl)Nc1ccc(C(=O)N2CCCCC2)cc1	-1.0	-1.2	2	-2.5	-0.2	0.2	-8	0.7	6	-3	0.8
Cc1ccc(NC(=O)NNC(=O)c2cc3ccccc3cc2O)cc1C	-0.5	-1.9	0	2.2	0.1	-1.2	-152	1.3	28*	-1	0.4
Cc1cc(SCC(=O)N/N=C/c2ccco2)nc2ccccc12	-1.3	2.3	-1	-1.6	-0.8	-0.7	-4	-1.0	0	-3	/
O=C1NC2CCc3nc4ccccc4c(=O)n3C2=Nc2ccccc21 (centres undefined)	-0.7	0.8	-4	-0.5	0.7	-0.7	-3	2.6	6	2	-0.3
COC(=O)C1=C(CSCc2ccco2)NC(=O)NC1c1cc(C)ccc1C (centres undefined)	-1.5	-1.1	0	-1.0	-0.5	0.0	-7	-2.0	-9	0	-1.2
COc1ccccc1NC(=O)CSc1nnc(-c2ccoc2C)n1CC1CCCO1 (centres undefined)	-0.8	-0.4	1	0.5	-1.4	-0.6	-2	-0.1	5	-2	-1.0
O=C(CNC(=O)c1ccc(Br)o1)NCc1ccccc1Cl	-0.1	-0.1	0	2.4	0.3	0.1	-9	1.4	12	-1	-0.2
CCOc1ccc(C/C(O)=C2\C(=O)CC(C)(C)CC2=NCC(=O)O)cc1OCC	-0.2	-3.1	-4	-0.9	0.8	0.2	4	0.9	7	0	/
COc1ccc(-c2cc(=O)c3cc(C)ccc3[nH]2)cc1	0.7	-1.6	-4	5.7*	3.2	2.7	-12	16*	5	4	-0.5
CC(C)C(N)c1csc(NC(=O)Nc2ccccc2C(C)(C)C)n1 (centres undefined)	-1.0	1.0	-5	0.5	0.3	1.0	6	1.2	7	4	/
CN(C)S(=O)(=O)c1ccc(S(=O)(=O)NCCN2CCOCC2)cc1	-0.1	-1.0	-4	3.7	1.8	0.3	-8	5.5	5	-1	-1.1
CN(C)c1ccc(-c2ccnc3c2CC(C)(C(=O)NCc2cccs2)O3)cc1 (centres undefined)	-1.5	1.4	-6	-1.9	-3.4	-5.2	-400	1.4	-6	-3	/
Cc1cc(C)cc(C(=O)n2cnnc2N)c1	-0.1	1.1	3	-0.9	1.3	-0.8	-4	1.5	7	-3	0.1
O=C(NCCc1ccccc1)c1cc(S(=O)(=O)N2CCOCC2)ccc1F	-1.2	2.7	2	-1.4	2.0	0.4	1	1.4	3	5	0.1

Remaining list, next part.
SMILES	ssDAF12 agonist	PG9 Ab binder	Rev-erbA mod	hcDAF12 agonist	FXN GAA850 act	DAX1 inh-1	PLC-beta3 inh	hgDAF12 agonist	HGIII-sPLA2 inh	SMARCA2 act	DAX1 inh-2
COc1cccc(-c2nc(CS(=O)CC(=O)NC3CC3)c(C)o2)c1 (centres undefined)	-0.6	-1.1	-3	4.8	-1.5	0.6	1	0.7	-4	0	1.8
CCOc1ccc(Nc2nc3ccccc3n3nnnc23)cc1	-1.1	2.5	-3	2.4	2.3	2.2	-10	3.8	5	-2	0.2
C/C=C/c1ccc(OCCCCN2CCC(C)CC2)c(OC)c1	-0.3	1.4	-2	-0.4	2.1	-0.2	1	3.6	-7	-2	-0.3
N#Cc1ccc(-c2csc(NC(=O)c3ccc(S(=O)(=O)N4CCc5ccccc5C4)cc3)n2)cc1	-0.5	-1.1	10	4.7	1.3	0.7	4	-1.7	5	2	1.4
O=C(CSc1nnnn1C1CCCCC1)Nc1ccccc1F	-1.1	-1.6	-3	0.1	1.2	0.5	2	-0.8	-5	3	-0.6
CCC(=O)Nc1cccc(-c2cc3ccccc3oc2=O)c1	-1.6	1.4	4	-2.7	2.6	-0.4	-18	0.1	1	2	0.6
O=C(NC(=S)Nc1ccccc1O)c1ccc(-c2ccc(Cl)cc2)o1	-0.2	-2.9	2	1.5	0.5	0.8	-18	-1.8	10	2	0.8
CCN1CCN(CC(=O)Nc2ccccc2)C(=O)C1=O	-1.6	-0.2	-3	-1.5	0.4	-0.3	1	-1.9	0	-4	0.0
COc1ccc(S(=O)(=O)Nc2cc(C)on2)cc1NC(C)=O	0.0	-0.7	5	-0.1	0.9	0.0	-8	6.3	10	-2	0.5
COc1ccc(-c2n[nH]c(=S)n2-c2ccc(C)cc2)cc1	-1.4	0.1	-8	-0.6	2.0	-0.4	-5	-2.2	16	-3	-1.8
Clc1cccc(-c2sc(Nc3ccccc3)n[n+]2-c2ccccc2)c1Cl	0.0	1.4	5	3.4	-1.1	-0.1	4	-1.3	-1	0	-0.2
Cc1noc(/C=C/N(C)C)c1S(=O)(=O)NC1CCCCC1	-1.1	-3.9	-2	-2.2	0.1	-0.4	-13	-4.0	0	-2	1.5
Cc1ccc(N(CC(=O)NC(C)(C)C)C(=O)CCC(=O)Nc2nccs2)c(C)c1	-0.5	-1.2	5	-0.6	-0.5	0.2	2	0.6	-4	4	1.4
O=C(c1cnn2c(C(F)(F)F)cc(-c3ccc4c(c3)OCO4)nc12)N1CCCC1	-0.9	0.1	9	0.9	-0.6	-0.6	-20	-0.4	0	1	0.2
COc1ccc(C(=O)Nc2ccc(N3CCN(C(C)=O)CC3)cc2)cc1[N+](=O)[O-]	-1.2	0.3	-4	-0.3	/	0.1	-3	0.4	7	-4	/
O=C(CCc1ccc(O)cc1)NN=Cc1cc(Br)ccc1O	-2.0	-1.3	0	-0.2	-3.6	-1.4	-126	-6.9	-35	-6	-0.4
CCn1ccc(C(=O)Nc2ccccc2SC)n1	-0.9	-1.1	1	1.3	4.0	0.9	2	11*	9	3	0.0
C=C1c2cccc(OC)c2O[C@H](C(=O)OCC)[C@@H]1CC(CC)CCCC (some centres undefined)	-1.0	0.3	7	0.3	0.6	-0.5	-30	-0.8	-13	-3	-0.4
CC(=O)Nc1ccc2c(c1)Cc1c(F)cccc1-2	-0.3	-2.9	8	5.5	2.8	4.3*	-1	11*	-10	8	2.2
Fc1cccc(C[n+]2csc3ccccc32)c1	-0.5	0.5	-6	0.2	1.8	-0.7	5	5.1	-2	6	-0.4
Oc1ccccc1/C=N/c1c(-c2ccco2)nc2ccccn12	-1.6	-27	2	-1.2	-1.4	-0.2	-199	1.1	-3	0	0.0
CN(C)S(=O)(=O)c1ccc(N2CCCC2)c(C(=O)NNC(=O)COc2cccc(F)c2)c1	-1.5	-0.8	5	-0.5	-1.1	-1.4	-30	-1.1	-1	-1	0.2
CC1(C)OCC(N)(CO)CO1	-0.6	-0.5	1	-1.9	-1.1	-0.3	-1	1.5	10	-2	1.9
Cc1ccc(S(=O)(=O)NC(=NC(Cc2ccccc2)C(=O)O)c2ccccc2)cc1 (centres undefined)	-1.0	-1.1	2	1.1	-1.5	0.2	-5	4.1	-3	-2	0.2
COC(=O)[C@@]1(Cc2ccc(OC)cc2)[C@H]2c3cc(C(=O)N4CCCC4)n(Cc4ccsc4Br)c3C[C@H]2CN1C(=O)c1ccccc1	-1.1	0.8	4	-0.6	/	2.0	-7	1.0	-14	-6	/

Brought forward from above: 2 entries; new compounds follow.
SMILES	ssDAF12 agonist	PG9 Ab binder	Rev-erbA mod	hcDAF12 agonist	FXN GAA850 act	DAX1 inh-1	PLC-beta3 inh	hgDAF12 agonist	HGIII-sPLA2 inh	SMARCA2 act	DAX1 inh-2
Cc1ccc(S(=O)(=O)NC(=NC(Cc2ccccc2)C(=O)O)c2ccccc2)cc1 (centres undefined)	-1.0	-1.1	2	1.1	-1.5	0.2	-5	4.1	-3	-2	0.2
COC(=O)[C@@]1(Cc2ccc(OC)cc2)[C@H]2c3cc(C(=O)N4CCCC4)n(Cc4ccsc4Br)c3C[C@H]2CN1C(=O)c1ccccc1	-1.1	0.8	4	-0.6	/	2.0	-7	1.0	-14	-6	/
CCCC(=O)Nc1ccc(-c2cnc(-c3ccc(NC(=O)CCC)cc3)nc2)cc1	-0.5	-1.0	-3	0.3	-1.1	-0.1	2	3.7	4	-3	0.7
O=C(CSCc1c(Cl)cccc1Cl)Nc1nccs1	-1.2	1.1	-2	0.3	0.9	-0.4	-3	0.8	-5	2	-0.1
C[C@H](CO)N1C[C@H](C)[C@@H](CN(C)S(=O)(=O)c2cccs2)Oc2ccc(NS(=O)(=O)c3ccc(F)cc3)cc2C1=O	-0.4	-1.1	1	0.1	-0.2	0.4	3	3.1	-20	0	0.4
CCN(c1ccccc1)S(=O)(=O)c1ccc(OC)c(NC(=O)CCc2nc3ccccc3c(=O)[nH]2)c1	-0.7	2.4	-1	-1.0	0.1	-3.3	-11	-2.8	-16	1	-2.3
Cc1cc(C(=O)CSc2nnc(-c3ccccc3F)o2)c(C)n1Cc1cccs1	-1.1	0.9	3	0.9	0.9	-0.2	-2	0.3	2	-4	-2.1
Cc1cc(C)c2oc(C(=O)Nc3nnc(C(C)C)s3)cc(=O)c2c1	-1.8	-1.0	4	-0.3	1.4	-0.4	-1	1.5	-1	0	1.5
Cc1cc(C)c(C(=O)N(C)C2CCCN(Cc3ccccc3F)C2)o1 (centres undefined)	-1.0	1.2	-3	0.6	-0.3	-0.3	-10	-0.3	-5	0	-0.8
CCN1CCN(C(=O)c2cc3cc4cc(OC)ccc4nc3s2)CC1	-1.7	0.1	1	-0.5	-0.5	0.8	-152	-1.1	6	0	0.8

Rows are unselected (roughly 7% active in at least one column).
